# Assay outcomes as filed in PubChem BioAssay.
# MCL1 BIM primary: inhibitors of MCL1 binding to BIM-BH3, primary screen, biochemical, fluorescence polarization. GST-MCL1 / FITC-Bim-BH3 fluorescence polarization. 320,000 compounds, 0.68% hits. inhibition, % at 10.9 µM. Induced myeloid leukemia cell differentiation protein Mcl-1 (Homo sapiens), Q07820;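 active means inhibition above the mean inhibition of all tested compounds plus 3 SD, set per campaign, cut at about 40% in these data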;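 further: 0% = DMSO wells and 100% = unlabeled Bim-BH3 peptide control; higher means more loss of mP so more displacement of Bim peptide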
# Target sequence (Q07820 whole entry, looked up): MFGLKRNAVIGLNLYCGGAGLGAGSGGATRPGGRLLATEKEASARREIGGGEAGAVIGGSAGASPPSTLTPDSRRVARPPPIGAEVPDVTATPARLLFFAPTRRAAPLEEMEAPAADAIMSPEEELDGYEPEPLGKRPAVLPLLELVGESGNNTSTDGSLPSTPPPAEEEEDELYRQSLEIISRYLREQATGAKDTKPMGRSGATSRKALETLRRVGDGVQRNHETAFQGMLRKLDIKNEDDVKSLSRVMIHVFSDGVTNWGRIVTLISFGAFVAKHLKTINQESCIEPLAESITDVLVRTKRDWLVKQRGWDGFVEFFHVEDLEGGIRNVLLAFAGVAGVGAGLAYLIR
# PME-1 primary: PME-1 inhibitors via competitive probe labeling, primary screen, biochemical, fluorescence polarization, FP-Rh probe, HTS; Protein phosphatase methylesterase 1 (Homo sapiens), Q9Y570; recombinant PME-1; inhibition, % at 5.9 µM; 320,000 compounds, 0.53% hits; AID 2130, 2009;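 active means inhibition above the campaign mean of all compounds plus 3 SD, cut at about 26% in these data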;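 further: competitive labeling of PME-1 active site by serine hydrolase directed probe; 0% = PME-1 with DMSO and 100% = wells lacking PME-1 enzyme; inhibitors block probe labeling so polarization falls and inhibition rises; many of its hits are not listed in these tables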
# pPAFAH inh: pPAFAH enzyme inhibitors, primary screen, biochemical, fluorescence polarization, human; AID 463082, 2010; inhibition, % at 3.39 µM; 330,000 compounds, 1.5% hits; recombinant pPAFAH, FP-rhodamine probe fluorescence polarization; Platelet-activating factor acetylhydrolase (Homo sapiens), Q13093;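 active means inhibition above the mean inhibition across the screen plus 3 SD, cut at about 25% in these data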;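 further: inhibitors block binding of the rhodamine activity-based probe so polarization drops; 0% = enzyme with DMSO and 100% = wells lacking pPAFAH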
# Target sequence (Q13093 whole entry, looked up): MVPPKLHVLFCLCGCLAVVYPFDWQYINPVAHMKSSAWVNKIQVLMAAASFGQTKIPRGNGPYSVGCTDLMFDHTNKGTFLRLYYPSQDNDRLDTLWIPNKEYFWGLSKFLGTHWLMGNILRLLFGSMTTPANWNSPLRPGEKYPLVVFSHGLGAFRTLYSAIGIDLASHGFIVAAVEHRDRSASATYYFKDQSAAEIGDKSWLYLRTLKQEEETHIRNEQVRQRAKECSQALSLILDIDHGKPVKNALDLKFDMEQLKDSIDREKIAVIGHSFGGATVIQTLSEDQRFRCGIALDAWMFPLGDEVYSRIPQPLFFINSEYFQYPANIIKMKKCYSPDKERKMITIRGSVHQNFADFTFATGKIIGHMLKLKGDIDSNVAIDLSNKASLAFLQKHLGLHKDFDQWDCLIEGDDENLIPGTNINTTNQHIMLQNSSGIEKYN
# BCLXL inh: inhibitors of human Bcl-xL, primary screen, biochemical, fluorescence polarization, HTS; Bcl-2-like protein 1 (Homo sapiens), Q07817; GST-Bcl-xL / FITC-Bim BH3 peptide fluorescence polarization; inhibition, % at 10.9 µM; 320,000 compounds, 0.7% hits;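 active means inhibition above the mean of all tested compounds plus 3 SD, cutoff set per campaign, cut at about 30% in these data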;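 further: 0% = DMSO wells and 100% = unlabeled Bim-BH3 peptide competitor; inhibitors lower millipolarization by displacing the labeled peptide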
# PAFAH1B2 inh: PAFAH1B2 enzyme inhibitors, primary screen, biochemical, fluorescence polarization, human; recombinant PAFAH1B2, FP-rhodamine activity probe; Platelet-activating factor acetylhydrolase IB subunit alpha2 (Homo sapiens), P68402; 340,000 compounds, 1.2% hits; AID 492953, 2010; inhibition, % at 3.39 µM;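 active means inhibition above the mean of all tested compounds plus 3 SD, cut at about 24% in these data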;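 further: 0% = enzyme with DMSO and 100% = wells lacking PAFAH1B2; many of its hits are not listed in these tables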
# Target sequence (P68402 whole entry, looked up): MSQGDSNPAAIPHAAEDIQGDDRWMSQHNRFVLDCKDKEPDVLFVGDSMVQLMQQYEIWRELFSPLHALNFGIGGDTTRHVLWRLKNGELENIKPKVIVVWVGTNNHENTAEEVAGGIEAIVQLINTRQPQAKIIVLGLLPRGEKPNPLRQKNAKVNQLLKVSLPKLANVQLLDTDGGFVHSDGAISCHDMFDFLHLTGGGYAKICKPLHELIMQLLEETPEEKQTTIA
# MEX-5 binding: MEX-5 zinc finger RNA-binding disruptors – biochemical, C. elegans, fluorescence polarization, MLPCN library, primary screen | Zinc finger protein mex-5 (Caenorhabditis elegans), Q9XUB2 | 300,000 compounds, 0.38% hits | AID 1832, 2009 | MEX-5/FITC-TCR2 RNA binding; active compounds read low | activity score (negative = inhibition of binding), % at 10 µM;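 active means inhibition past about -25% in most replicates, and total fluorescence under double the plate's negative control median, limit read from the data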;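 further: 0% = DMSO and -100% = 5 µM competing unlabeled TCR2 RNA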
# Fam108B inh: mouse Fam108B serine hydrolase inhibitors, primary screen, counter-screen for RBBP9 inhibitor project, biochemical, fluorescence polarization; recombinant Fam108B, FP-Rh probe fluorescence polarization; 300,000 compounds, 0.33% hits; inhibition, % at 9.51 µM;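 active means inhibition above the screen mean inhibition plus 3 SD, computed separately per campaign, cut at about 18% in these data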;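 further: inhibitors lower polarization as less probe binds the enzyme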
# AHR act: AHR activators, primary screen, cell-based, luminescence, luciferase reporter, human. AID 2796, 2010. Aryl hydrocarbon receptor (Homo sapiens), P35869. AHR-responsive luciferase reporter cells. 320,000 compounds, 2.5% hits. activation, % at 5 µM; in the data active means activation above about 47%;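 further: 0% = vehicle wells and 100% = reference agonist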
# GLD-1 TGE inh: GLD-1/TGE RNA complex disruptors, primary screen, biochemical, fluorescence polarization. Female germline-specific tumor suppressor gld-1 (Caenorhabditis elegans), Q17339. purified GLD-1 + fluorescein TGE RNA. inhibition, % at 5.96 µM. 320,000 compounds, 0.44% hits. AID 2280, 2010;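 active means percent inhibition above a per-plate cutoff, the plate mean of test compounds plus 3 SD, cut at about 30% in these data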;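 further: 0% = DMSO wells with GLD-1 and probe and 100% = wells lacking GLD-1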
# An asterisk follows results filed as active; nt = not tested or not shown. A portion of the library (hit frequency here may not be typical).
SMILES,MCL1 BIM primary,PME-1 primary,pPAFAH inh,BCLXL inh,PAFAH1B2 inh,MEX-5 binding,Fam108B inh,AHR act,GLD-1 TGE inh
O=C(O)CN1C(=O)C2C3CC(C2C1=O)C1C(c2ccc(F)cc2)c2sc(=O)[nH]c2SC31 (stereo not given),16,-3,3,9,54*,-4.1,-2,0,4
COc1cc(/C=C/C(=O)OCC(=O)Nc2c(C)n(C)n(-c3ccccc3)c2=O)ccc1OCC#N,-6,-7,2,-1,0,1.7,3,3,-5
COc1ccccc1CC(=O)NNS(=O)(=O)c1cccc([N+](=O)[O-])c1,-4,1,-5,-2,2,-0.8,-1,3,8
COc1ccc(N/C=C(\C#N)S(=O)(=O)c2ccc(OC)cc2)cc1,1,0,1,0,1,-2.7,-3,4,2
FC(F)(F)Oc1ccc(Nc2nc(N3CCOCC3)nc(N3CCOCC3)n2)cc1,7,-5,4,4,9,-1.3,2,11,2
Cc1c(C(=O)NCCCc2ccccc2)cccc1[N+](=O)[O-],4,4,5,4,1,1.5,4,0,3
OC1(c2ccccn2)COc2ccccc2O1 (stereo not given),7,-5,-1,4,5,-1.1,5,1,2
COc1ccc(CCNc2nnc(C)c(=O)[nH]2)cc1OC,-7,0,4,2,3,0.1,0,1,2
Cc1ccc(SCC(=O)N2CCc3ccccc32)cc1,0,4,2,-2,6,-1.7,6,-6,0
NC(=O)C1CCCN(C(=S)Nc2ccccc2)C1 (stereo not given),11,0,8,1,-1,1.7,-4,0,8
CCOc1ccc(CNCCCSc2ncccn2)cc1OC,-3,3,6,0,1,-2.6,0,-5,6
O=C(c1nn(Cc2ccccc2)c(=O)c2ccccc12)N1CCc2ccccc2C1,0,2,6,1,2,1.7,-1,3,8
CCOCCn1c(SC(C)C(C)=O)nc2c1c(=O)[nH]c(=O)n2C (stereo not given),-3,-4,-2,0,5,0.4,1,1,6
CCC(Cc1ccccc1)NC(=O)CSc1ccsc1[N+](=O)[O-] (stereo not given),12,0,-3,11,5,3.3,2,-1,-1
O=C(Nc1ccccc1)C1=C[C@@H](C2CC2)C[C@@H](OCc2ccc(CO)cc2)O1,-5,2,-1,-1,12,0.1,1,9,-4
O=S(=O)(Nc1ccon1)c1cc(Cl)ccc1Cl,-6,3,3,-1,1,1.5,-2,-2,3
CCOC(=O)Cc1csc(NC(=O)Cc2ccccc2[N+](=O)[O-])n1,5,-1,4,3,2,-0.3,-1,10,-11
CC(NC(=O)Cc1ccsc1)c1ccc(Cl)cc1Cl (stereo not given),0,1,3,4,8,1.3,1,0,2
c1ccc(Nc2cccc3ccccc23)cc1,nt,nt,9,nt,1,nt,nt,5,12
O=C(Cc1cn2ccsc2n1)Nc1nc2c(s1)CCCC2,1,-2,-3,4,-1,2.3,3,10,-2
COc1cc(/C=C(/NC(=O)c2ccccc2)C(=O)N2CCOCC2)c([N+](=O)[O-])cc1OC,13,1,1,6,-2,-3.8,4,5,1
N#CCSc1ccc(-c2nc3ccccc3[nH]2)cn1,4,-11,-5,2,0,1.4,-3,11,6
CCOc1ccccc1CNC(=O)c1ccc(Sc2ccc(Cl)cc2)c(NC(C)=O)c1,-1,-3,4,-1,6,1.2,-3,8,6
Cc1ccc(/C([O-])=C(/C(=S)NCc2ccco2)[n+]2ccccc2)cc1[N+](=O)[O-],11,2,22,6,0,-3.5,2,3,3
CCn1c(SCC(=O)N2CCC(C)CC2)nnc1-c1ccco1,1,-2,-1,3,4,-2.5,-2,0,7

# Arranged by formula weight (ascending): some entries from above
SMILES,MCL1 BIM primary,PME-1 primary,pPAFAH inh,BCLXL inh,PAFAH1B2 inh,MEX-5 binding,Fam108B inh,AHR act,GLD-1 TGE inh
Cc1ccc(SCC(=O)N2CCc3ccccc32)cc1,0,4,2,-2,6,-1.7,6,-6,0
O=C(Nc1ccccc1)C1=C[C@@H](C2CC2)C[C@@H](OCc2ccc(CO)cc2)O1,-5,2,-1,-1,12,0.1,1,9,-4
COc1cc(/C=C(/NC(=O)c2ccccc2)C(=O)N2CCOCC2)c([N+](=O)[O-])cc1OC,13,1,1,6,-2,-3.8,4,5,1

# The list continues.
SMILES,MCL1 BIM primary,PME-1 primary,pPAFAH inh,BCLXL inh,PAFAH1B2 inh,MEX-5 binding,Fam108B inh,AHR act,GLD-1 TGE inh
CC(=O)Oc1ccc2cc(-c3ccccc3)c(=O)oc2c1,-2,7,2,-3,3,-0.7,-4,0,3
Cc1ccc(C)c(N2CCN(CCCNC(=O)Cn3cc4c(n3)CCCCC4)CC2)c1,9,-2,-3,0,0,1.7,0,-1,2
CCc1c(C)sc(NC(=O)c2cc(-c3cc(OC)ccc3OC)on2)c1C#N,4,4,9,1,3,-1.1,-2,2,-1
C(=N\n1cnnc1)/c1ccccn1,2,0,3,-2,6,0.0,-3,2,4
Cc1ccc(OC(=O)c2ccc(N3CCOCC3)c([N+](=O)[O-])c2)cc1,6,-2,4,7,10,1.5,-3,-3,3
CC(C)c1ccc(NC(=O)COC(=O)c2c[nH]c(=O)[nH]c2=O)cc1,3,1,2,5,2,0.6,6,5,12
O=C(NCCc1ccc(F)cc1)C1CCCO1 (stereo not given),0,0,5,-3,0,-2.0,2,2,4
O=C(c1ccco1)N1CCN(C(=O)c2cnn(-c3ccc(Cl)cc3)c2C2CCNCC2)CC1,-1,-4,1,-2,-1,-3.3,1,-1,-2
CN(Cc1ccccn1)C(=O)C1CCC(=O)N(Cc2cccc(F)c2)C1 (stereo not given),5,5,6,1,4,0.8,1,-1,-6
O=C1CN(C(=O)/C=C/c2cccc(Cl)c2)c2ccccc2N1,1,0,9,3,-1,-0.1,-1,7,-3
C[C@H](CO)N1C[C@H](C)[C@@H](CN(C)CC2CC2)Oc2c(NS(=O)(=O)c3ccccc3)cccc2C1=O,nt,nt,1,nt,0,nt,nt,0,3
O=C(Nc1nc2ccccc2s1)C1c2ccccc2Oc2ccccc21,7,-90,-51,2,-26,0.8,-48,4,0
O=C1CN2C(=Nc3ccc(Cl)cc3C2c2ccccc2)CN1 (stereo not given),3,-4,5,3,10,0.6,-2,6,2
O=C(COC(=O)CNC(=O)c1ccc(F)cc1)NC1CCCc2ccccc21 (stereo not given),nt,nt,-3,nt,3,nt,nt,0,2
CC1=NN2C(=N)/C(=C\c3cc(C)n(-c4ccccc4)c3C)C(=O)N=C2S1,0,1,-1,2,4,-1.6,-4,8,8
CCOC(=O)c1cnc2nc(NCc3ccc(OCc4ccccc4)cc3)[nH]n2c1=O,0,4,-3,-2,7,-5.6,2,2,4
COCCNC(=O)C(NC(=O)C1CCCCC1)C12CC3CC(CC(C3)C1)C2 (stereo not given),-7,3,4,0,-5,0.5,1,1,5
Cc1ccc(S(=O)(=O)N(C)Cc2ccccc2)cc1C(=O)N1CCCCC1,1,4,-1,3,3,1.0,0,1,8
COc1ccc(C(=O)COC(=O)Cc2n[nH]c(=O)c3ccccc23)c(OC)c1,-2,1,3,3,-1,0.8,3,8,0
CC1(C)Cc2nc(Cl)c(C(=O)O)cc2CO1,-3,2,-1,1,nt,-0.7,5,18,-3
Cc1ccc(C(=O)N2CC(C)CC(C)C2)cc1S(=O)(=O)N1CCCCC1 (stereo not given),-4,-4,3,0,0,nt,nt,1,1
CC1(C)CC(=O)C2=C(C1)OC(=O)CC2c1cccs1 (stereo not given),0,4,0,2,-3,0.1,-1,2,0
Cc1cc(C(=O)N2CCC(C(N)=O)CC2)c(C)o1,4,-3,4,3,4,nt,nt,-1,8
Cc1cccc(C(=O)OCC(=O)NC(=O)c2ccccc2)c1O,1,-4,1,5,-1,-3.2,1,0,3
COc1ccccc1-n1c(SCC(=O)NC2CCCCC2)nc2c(c1=O)SCC2,-1,4,4,6,4,-0.8,2,-3,-1
SMILES,MCL1 BIM primary,PME-1 primary,pPAFAH inh,BCLXL inh,PAFAH1B2 inh,MEX-5 binding,Fam108B inh,AHR act,GLD-1 TGE inh
CCn1c(-c2cccs2)nc2ccccc21,-4,-2,-3,1,3,-0.5,-1,3,-2
Cc1ccc(NC(=O)CN(c2ccc(C)cc2)S(=O)(=O)c2cccc3nonc23)cc1,-5,1,5,2,-1,nt,-6,19,-2
Cc1cc2c(c(=O)n1CCN(C)C)C(c1ccncc1)C(C#N)=C(N)O2 (stereo not given),5,-3,-3,3,-2,-1.7,3,0,-7
O=C(Nc1cccc(NC(=O)c2cc([N+](=O)[O-])ccc2Cl)n1)c1cc([N+](=O)[O-])ccc1Cl,-2,-10,12,4,0,-0.8,-4,0,2
CCN(C(=O)CSc1nnc(C2CC2)n1-c1ccccc1)C1CCS(=O)(=O)C1 (stereo not given),-2,-4,1,0,7,nt,nt,-2,3
Cc1ccc(S(=O)(=O)Nc2ccc3cn[nH]c3c2)cc1,2,1,-2,8,10,nt,nt,24,7
S=C(/N=c1/sccn1Cc1ccccc1)NC1CC1,8,9,-2,1,5,-3.2,-3,10,-1
Cc1cc(Br)ccc1NC(=O)CNC(=O)CSc1nccn1C,nt,nt,2,nt,5,nt,nt,1,0
CC(NC(=O)CCCCCNC(=O)N1CCn2c1nc1ccccc12)c1ccccc1 (stereo not given),1,9,2,4,-3,1.8,3,10,-2
CCCCC(=O)NS(=O)(=O)c1ccc(NS(C)(=O)=O)cc1,-3,4,0,8,0,1.8,-1,2,2

# Rewritten field by field: 4 of the compounds above
CCN(C(=O)CSc1nnc(C2CC2)n1-c1ccccc1)C1CCS(=O)(=O)C1 (stereo not given)
  MCL1 BIM primary = -2 | PME-1 primary = -4 | pPAFAH inh = 1 | BCLXL inh = 0 | PAFAH1B2 inh = 7 | MEX-5 binding = nt | Fam108B inh = nt | AHR act = -2 | GLD-1 TGE inh = 3
Cc1ccc(S(=O)(=O)Nc2ccc3cn[nH]c3c2)cc1
  MCL1 BIM primary = 2 | PME-1 primary = 1 | pPAFAH inh = -2 | BCLXL inh = 8 | PAFAH1B2 inh = 10 | MEX-5 binding = nt | Fam108B inh = nt | AHR act = 24 | GLD-1 TGE inh = 7
S=C(/N=c1/sccn1Cc1ccccc1)NC1CC1
  MCL1 BIM primary = 8 | PME-1 primary = 9 | pPAFAH inh = -2 | BCLXL inh = 1 | PAFAH1B2 inh = 5 | MEX-5 binding = -3.2 | Fam108B inh = -3 | AHR act = 10 | GLD-1 TGE inh = -1
Cc1cc(Br)ccc1NC(=O)CNC(=O)CSc1nccn1C
  MCL1 BIM primary = nt | PME-1 primary = nt | pPAFAH inh = 2 | BCLXL inh = nt | PAFAH1B2 inh = 5 | MEX-5 binding = nt | Fam108B inh = nt | AHR act = 1 | GLD-1 TGE inh = 0
